# Screens deposited in PubChem by National Center for Advancing Translational Sciences (NCATS).
# JMJD2E inh = blocks human JMJD2E demethylase activity | AID 2147 | B2RXH2 | 230,000 tested, 1.6% active | JMJD2E catalytic domain, FDH-coupled NADH fluorescence (FDH is formaldehyde dehydrogenase) | Potency, µM (titrated, usually from 57.1 µM), inactives show top-dose activity change, negative = inhibition, hits mostly inhibitors; active = well fitted inhibition curve with a large enough effect, not every such curve was filed as active; inconclusive = small, poorly fitted or top-dose-only effect, or another doubt; inactive = no such curve, though single readings can be large or run the other way;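 note: 0% = wells with enzyme and -100% = buffer wells without enzyme; nearly all actives have a fitted effect of over 50% in size; many of its hits are not listed in these tables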
# Target sequence (B2RXH2 1-337 limits assumed): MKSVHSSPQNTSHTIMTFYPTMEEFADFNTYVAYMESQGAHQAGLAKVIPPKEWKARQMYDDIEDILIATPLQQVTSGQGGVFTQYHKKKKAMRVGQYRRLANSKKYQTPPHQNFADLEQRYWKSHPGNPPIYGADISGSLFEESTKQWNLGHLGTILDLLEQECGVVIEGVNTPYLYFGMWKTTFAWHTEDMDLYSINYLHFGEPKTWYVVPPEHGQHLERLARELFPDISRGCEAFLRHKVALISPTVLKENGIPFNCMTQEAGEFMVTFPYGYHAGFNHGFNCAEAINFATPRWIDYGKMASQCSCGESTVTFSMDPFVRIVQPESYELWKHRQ
# Tau fibril ThT = tau fibrillization inhibition (ThT binding); P10636; recombinant tau K18 P301L, heparin-induced fibrillization, ThT fluorescence; Potency, µM (highest dose often 57.4 µM), without a hit: at the highest dose activity, negative = inhibition, most hits filed as inhibitors; 270,000 tested, 2.1% active; AID 1460; note: % is set by controls: 0 for no effect and ±100 for the full control effect; nearly all actives have a fitted effect of over 55% in size
# Target sequence (P10636 561-689 P618L limits assumed): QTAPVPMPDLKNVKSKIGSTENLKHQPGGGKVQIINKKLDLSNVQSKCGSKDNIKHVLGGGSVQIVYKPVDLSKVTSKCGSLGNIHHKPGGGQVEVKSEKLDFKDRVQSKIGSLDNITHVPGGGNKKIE
#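 Heparin-induced fibrillization of the P301L-mutant K18 repeat-domain fragment of human tau was followed by ThT binding in quantitative high-throughput format.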
# HTT ATP protect = Huntington cell model cytoprotection by ATP luminescence. PC12 HTT-Q103 induced, cytoprotection, ATP luminescence, 40 h. Potency, µM (series often up to 56.4 µM), for the others: cytoprotection (ATP increase), most hits filed as activators. 230,000 tested, 0.14% active. AID 1471;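 note: % of control where 0% means no effect; nearly all actives have a fitted effect of over 45% in size; toxic huntingtin expression switched on by the ecdysone agonist tebufenozide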
#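 PC12 cells with ecdysone-inducible HTT exon 1 Q103-GFP, induced with 100 nM tebufenozide and co-treated with library compounds in a dose series (1536-well, 1500 cells/well). Cytoprotection read as ATP content by ATPlite luminescence.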
# HttQ103 aggreg = reduces HttQ103-GFP aggregates in PC12 cells; PC12 HttQ103-GFP aggregates, Acumen cytometry, 40 h; Potency, µM (doses to about 46.1 µM), for inactives: top-dose activity change, negative = inhibition, usual class: inhibitors; 220,000 tested, 1.1% active; AID 1688; note: % is set by controls: 0 for no effect and ±100 for the full control effect; nearly all actives have a fitted effect of over 60% in size
#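 PC12 cells with ecdysone-inducible HTT exon1 Q103-GFP, induced by 100 nM tebufenozide, given compounds in a concentration series. GFP aggregates (1–25 um, 6 SD above background) counted in lysates by laser-scanning cytometry, 488 nm excitation.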
# SMN2 splice enh = SMN2 splice variant enhancement. HEK293 SMN2-luciferase splicing reporter, luminescence, 30-36 h. Potency, µM (top dose mostly 46.1 µM), inactives show at the top dose activity change, positive = activation, usual class: activators. 210,000 tested, 2.8% active; note: % of control where 0% means no effect; nearly all actives have a fitted effect of over 55% in size
#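 HEK293 cells carry an SMN2 […]–luciferase reporter in which exon 7 inclusion puts luciferase in frame. Cells were plated 10-12 h before compound addition, then incubated 30-36 h at 37C. ONE-Glo luminescence was read; sodium butyrate at 4.5 mM final served as control.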
# ALDH1A1 inh = blocks purified human ALDH1A1 activity; Potency, µM (highest dose often 75.3 µM), inactives show at the top dose activity, negative = inhibition, most hits filed as inhibitors; 220,000 tested, 7.3% active; P00352; Purified ALDH1A1, NADH fluorescence, propionaldehyde substrate; AID 1030; active = well fitted inhibition curve with a large enough effect, not every such curve was filed as active; inconclusive = small, poorly fitted or top-dose-only effect, or another doubt; inactive = no such curve, though single readings can be large or run the other way;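 note: plate controls were no enzyme wells and a reference inhibitor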
# Target sequence (P00352 whole entry, looked up): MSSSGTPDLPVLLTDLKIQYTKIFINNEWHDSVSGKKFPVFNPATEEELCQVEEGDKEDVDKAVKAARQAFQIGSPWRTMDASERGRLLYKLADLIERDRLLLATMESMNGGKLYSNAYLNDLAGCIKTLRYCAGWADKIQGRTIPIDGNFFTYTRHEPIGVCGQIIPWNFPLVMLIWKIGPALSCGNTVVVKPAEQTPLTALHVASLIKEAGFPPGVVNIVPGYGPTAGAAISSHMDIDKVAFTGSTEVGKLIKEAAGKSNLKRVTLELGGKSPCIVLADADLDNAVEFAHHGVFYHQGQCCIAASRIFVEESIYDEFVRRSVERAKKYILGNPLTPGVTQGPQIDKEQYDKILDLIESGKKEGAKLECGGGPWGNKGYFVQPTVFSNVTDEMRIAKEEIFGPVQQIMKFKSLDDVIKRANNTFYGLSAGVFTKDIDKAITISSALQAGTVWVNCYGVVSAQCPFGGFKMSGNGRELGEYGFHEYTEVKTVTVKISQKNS
# Tau fluor counter = counter-screen for tau fibril formation inhibitors; tau K18 P301L (four-repeat tau fragment) Alexa594 fluorescence, heparin fibrillization; Potency, µM (series often up to 57.7 µM), inactives show top-dose activity change, negative = decrease; 280,000 tested, 0.93% active; AID 1463; note: % is set by controls: 0 for no effect and ±100 for the full control effect; nearly all actives have a fitted effect of over 55% in size
#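 Human K18 P301L tau (15 uM unlabeled plus 0.24 uM Alexa 594-labeled, final) in 100 mM sodium acetate pH 7 was mixed with compound and 20 uM heparin and incubated 6 hr at 37 C.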
# Tau FP inhib = blocks human tau fibril formation measured by polarization. P10636. K18 P301L tau heparin fibrillization, Alexa594 FP, 6 h. Potency, µM (titrated, usually from 57.7 µM), for inactives: at the top dose activity, negative = inhibition, actives largely listed as inhibitors. 280,000 tested, 0.39% active; note: % is set by controls: 0 for no effect and ±100 for the full control effect; nearly all actives have a fitted effect of over 55% in size
#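 Recombinant K18 P301L […], labeled with Alexa 594 at 0.24 uM over 15 uM unlabeled; heparin inducer 20 uM final; 37 C, 6 hr; FP endpoint.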
# The depositor's hits bear a star; ? = inconclusive; . = not tested or not shown; & = joins results of further samples; [ ] = remark or other dose. Unless noted, calls come from the whole dose curve; as a rule, active = well fitted curve in the direction sought with a large enough effect; inconclusive = small, poorly fitted or top-dose-only effect, or another doubt; inactive = no such curve, though single readings can be large; an effect the other way counts as inactive or inconclusive. Potency is the fitted concentration of half-maximal effect. Only part of the results is shown. The share of hits here may be higher or lower than overall.
no.	mol	JMJD2E inh	Tau fibril ThT	HTT ATP protect	HttQ103 aggreg	SMN2 splice enh	ALDH1A1 inh	Tau fluor counter	Tau FP inhib
1	Cc1cc(C(=O)CSc2nnc(Cc3ccccc3)o2)c(C)n1Cc1ccc2c(c1)OCO2	-5%	-14%	6%[10 µM]	-14%	-49%[inhibitor]	?	-29%	7%
2	O=C(Cc1cccs1)NCc1ccccc1F	9%	-1%	9%[1.9 µM]	9%	?	0%	1%	0%
3	COC(=O)c1ccccc1NC(=O)Cn1c(CCC(=O)O)ccc1-c1cccs1	?	-7%&-18%	-2%	18%	-10%&-10%	?	-4%&-10%	-2%&6%
4	COC(=O)[C@@]1(Cc2ccc(F)cc2)[C@H]2c3cc(C(=O)N4CCCC4)n(Cc4ccc(C)c(F)c4F)c3C[C@H]2CN1C(=O)c1ccccc1	-6%	-16%	?	.	-46%[inhibitor]	4%	-10%	-2%
5	COc1cc(NC(=O)CN2C(=O)NC(C)(c3ccc4ccccc4c3)C2=O)c(C)cc1[N+](=O)[O-] (stereo unspecified)	4%	?	18%[10 µM]	9%	-16%	-14%	?	-9%
6	COc1cccc(-n2nnc3c(=O)n(Cc4cccc(F)c4)cnc32)c1	?	1%	-6%	-8%[9.22 µM]	-22%	4%	-22%	-2%
7	O=C(NCc1cccs1)c1cc(S(=O)(=O)N2CCCCC2)ccc1Cl	2%	3%	5%[1.9 µM]	-11%	-64%[inhibitor]	-2%	3%	3%
8	O=C(Cn1cnc([N+](=O)[O-])c1)NCc1ccc(F)cc1	4%	0%	-9%	-3%	-13%	-2%	7%	2%

# Random excerpt: 2 compounds from above.
no.	mol	JMJD2E inh	Tau fibril ThT	HTT ATP protect	HttQ103 aggreg	SMN2 splice enh	ALDH1A1 inh	Tau fluor counter	Tau FP inhib
6	COc1cccc(-n2nnc3c(=O)n(Cc4cccc(F)c4)cnc32)c1	?	1%	-6%	-8%[9.22 µM]	-22%	4%	-22%	-2%
5	COc1cc(NC(=O)CN2C(=O)NC(C)(c3ccc4ccccc4c3)C2=O)c(C)cc1[N+](=O)[O-] (stereo unspecified)	4%	?	18%[10 µM]	9%	-16%	-14%	?	-9%

# Continuation:
no.	mol	JMJD2E inh	Tau fibril ThT	HTT ATP protect	HttQ103 aggreg	SMN2 splice enh	ALDH1A1 inh	Tau fluor counter	Tau FP inhib
9	CC(C)CNC(=O)CCc1nc(-c2ccccc2)no1	2%	-7%	18%[10 µM]	6%[9.22 µM]	.	?	-5%	-10%
10	COC(=O)C1=C(C)N(C)C(=S)NC1c1ccccc1 (stereo unspecified)	-1%	18%	-66%[inhibitor][10 µM]	3.2µM*	-18%	7%	-2%	3%
11	CC(=O)N1C(=O)N(C)C2C1N(C)C(=O)N2C(C)=O (stereo unspecified)	4%	-3%	-1%[10 µM]	-10%	8%	9%	-7%	5%
12	Cc1ccc(N2C(=O)C3N=NN(CC(=O)N4N=C(c5cccc6ccccc56)CC4c4ccccc4)C3C2=O)cc1 (stereo unspecified)	?	-16%	4%[10 µM]	1%	-9%	?	-3%	-6%
13	CN(C)/C=C/C(=O)c1cnc(-c2ccccc2)s1	-5%	?	-26%	0%	11µM*	?	3%	9%
14	COc1ccc(C(CCNCc2ccc(OC(C)C)cc2)C(C)C)cc1 (stereo unspecified)	-5%	-14%	2%[10 µM]	1%[9.22 µM]	.	-14%	-17%	12%
15	Cc1ccccc1NC(NC(=O)OCCn1c([N+](=O)[O-])cnc1C)C(Cl)(Cl)Cl (stereo unspecified)	-5%	-1%	?	-3%	9%	-9%	-8%	8%
16	c1ccc(C2(c3ccccc3)OCC(Cn3cncn3)O2)cc1 (stereo unspecified)	1%	14%	-11%	8%	-16%	-5%	12%	4%

# An excerpt from above in order of their number in Tau fibril ThT, highest first:
nr	mol	Tau fibril ThT
11	CC(=O)N1C(=O)N(C)C2C1N(C)C(=O)N2C(C)=O (stereo unspecified)	-3%
9	CC(C)CNC(=O)CCc1nc(-c2ccccc2)no1	-7%
12	Cc1ccc(N2C(=O)C3N=NN(CC(=O)N4N=C(c5cccc6ccccc56)CC4c4ccccc4)C3C2=O)cc1 (stereo unspecified)	-16%

# Additional records.
no.	mol	JMJD2E inh	Tau fibril ThT	HTT ATP protect	HttQ103 aggreg	SMN2 splice enh	ALDH1A1 inh	Tau fluor counter	Tau FP inhib
17	CCOC(=O)c1c(C)c(C(=O)NCCCN2CCCC2=O)c(C)n1CC	-2%	-5%	13%	8%[9.22 µM]	-2%	6%	-2%	0%
18	O=[N+]([O-])c1cc(S(=O)(=O)Nc2ccccc2)ccc1NCc1cccnc1	-7%	?	-2%[1.9 µM]	-11%	-19%	2%	-24%	-5%
19	CCc1ccc(-c2nc(CN3CCC(C(=O)NCCN(CC)c4ccccc4)CC3)c(C)o2)cc1	0%	?	-111%[inhibitor]	20%	-34%[inhibitor]	-8%	?	-11%
20	COc1ccc(Br)cc1CNC(=O)c1cc2c(=O)n(C)c3ccccc3c2s1	.	-2%	.	.	4%	.	-7%	-8%
21	Nc1nnc(SCC(=O)Nc2ccccc2N2CCOCC2)s1	0%	-3%	12%	-8%	?	-4%	2%	8%
22	COC(=O)C1=C(C)N(Cc2ccccc2)C(=O)N[C@H]1c1cccc(C(F)(F)F)c1	0%[11.4 µM]	-9%[11.5 µM]	4%&15%[10 µM]	18%[9.22 µM]	10%[9.22 µM]	3%[13.5 µM]	-19%[11.6 µM]	4%[11.6 µM]
23	COc1ccccc1OCc1ccc(C(=O)NCC2CCCO2)o1 (stereo unspecified)	-1%	-3%	4%	17%	-36%	?	1%	4%
24	C=CCn1c(COc2ccccc2)nnc1SCc1ccc(C#N)cc1	4%	-7%	-14%[0.074 µM]	18%	-17%	-10%	-11%	-11%
25	COC(=O)NNC(=O)COc1cc(C)c(Br)cc1C(C)C	1%	3%	.	28%	-14%	1%	-1%	-1%
26	COc1ccc(/C=C(\C#N)C(=O)NCc2cccs2)cc1OC	51%[activator]	-6%	13%[10 µM]	5%	2%	1%	-14%	-8%
27	C/C(=N\Nc1cccc([N+](=O)[O-])c1)c1ccccc1O	-8%	?	-50%[inhibitor]	-12%	.	-3%	5µM*[quencher]	?
28	Cc1cccn2c(=O)c3cc(C#N)c(=NC(=O)c4cccs4)n(CCCOC(C)C)c3nc12	?	3%	-1%[10 µM]	19%[9.22 µM]	.	?	-8%	-4%
29	O=C(C1=C[C@@H](c2ccc3c(c2)OCO3)C[C@@H](OCCCCO)O1)N1CCN(Cc2ccc3c(c2)OCO3)CC1	1%	-11%	-5%[10 µM]	-1%[9.22 µM]	.	3%	1%	6%
30	Cc1ccccc1OCC(=O)N/N=C/C=C/c1ccccc1	5%	?	?	4%	11%	9%	-19%	-9%
31	CCOC(=O)C(C)Oc1ccsc1C(=O)OC (stereo unspecified)	1%	2%	34%	-3%	2%	1%	7%	0%
32	CC(/C=N/NC(=O)c1ccccc1F)c1ccccc1 (stereo unspecified)	3%	-6%	11%[10 µM]	3%[9.22 µM]	.	.	-7%	0%
33	CC(=O)Nc1ccc2c(c1)ncn2-c1ccc(C)cc1	-1%	-8%	-7%[10 µM]	12%[9.22 µM]	8.9µM*	6%	2%	-4%
34	COc1ccccc1-n1cnnc1SCC(=O)N1CC(=O)Nc2ccccc21	-4%	-7%	-6%	17%	26%	4.5µM*	-2%	5%
35	CC(OC(=O)c1ccccc1OCc1ccc(Cl)cc1)C(N)=O (stereo unspecified)	?	-1%	-22%	10%	-5%	2%	-5%	8%
36	Cc1cc(=O)[nH]c(SCC(=O)Nc2ccc(F)c([N+](=O)[O-])c2)n1	-1%	-6%	-24%	-4%	-9%	-11%	-5%	-4%
37	Cc1c(Cl)ccc2c(C(N)=O)cc(-c3ccccn3)nc12	-11%	-4%	-33%[inhibitor]	-13%	.	9%	-13%	-2%
38	COc1ccc(-c2nc(S(=O)(=O)c3ccc(Cl)cc3)c(N3CCCCCC3)o2)cc1	.	?	.	.	8%	.	?	-6%
39	COc1ccc(F)c(CN2CCC(CO)(Cc3cccc(C(F)(F)F)c3)CC2)c1	13%	-7%	-28%	-23%	.	15%	-8%	0%
40	O=C(N/N=C/C=C\c1ccccc1)c1cnccn1	8%	-8%	.	10%	16%	-13%	5%	0%

# Some of the entries so far, with one line to a screen:
38) COc1ccc(-c2nc(S(=O)(=O)c3ccc(Cl)cc3)c(N3CCCCCC3)o2)cc1
33) CC(=O)Nc1ccc2c(c1)ncn2-c1ccc(C)cc1
assay / entry | 38 | 33
JMJD2E inh | . | -1%
Tau fibril ThT | ? | -8%
HTT ATP protect | . | -7%[10 µM]
HttQ103 aggreg | . | 12%[9.22 µM]
SMN2 splice enh | 8% | 8.9µM*
ALDH1A1 inh | . | 6%
Tau fluor counter | ? | 2%
Tau FP inhib | -6% | -4%

# Following part.
no.	mol	JMJD2E inh	Tau fibril ThT	HTT ATP protect	HttQ103 aggreg	SMN2 splice enh	ALDH1A1 inh	Tau fluor counter	Tau FP inhib
41	CCCCN(C(=O)CNC(=O)c1cccs1)C(C(=O)NC1CCCCC1)c1cccnc1 (stereo unspecified)	6%	-1%	18%[10 µM]	-6%	0%	7%	0%	6%
42	CC(=O)Nc1nnc(SCC(=O)NCCOc2ccccc2)s1	-3%	7%	-13%	2%	8%	6%	7%	-2%
43	COc1cccc(NC(=O)CN(C)C(=O)c2ccc3ccccc3c2)c1	-5%	-9%	-12%	-14%	-10%	-3%	-11%	-2%
44	Cc1ccccc1NS(=O)(=O)c1ccc(NC(=O)CSCc2ccc(Br)cc2)cc1	-10%	3%	-1%[10 µM]	0%	-43%[inhibitor]	5%	?	?
